Assay outcomes from PubChem.
PLK1 PBD inh: qHTS for Inhibitors of PLK1-PDB (polo-like kinase 1 - polo-box domain): Primary Screen | 2.8% of 360,000 active | AID 720504, 2013 | Potency, µM, for the others: max response, negative = inhibition, usual class: inhibitors | Plk1 PBD binding of FITC phosphopeptide, fluorescence polarization; further: potency means the concentration at half of the fitted maximal effect; series mostly up to about 57 µM; on the % scale 0 is the no-effect control and ±100 the full control effect; nearly all actives have a fitted effect of over 65% in size
HEK293 tox: qHTS of GLP-1 Receptor Inverse Agonists: Cytotox Screen | Potency, µM (titrated, usually from 38.3 µM), for the others: at the top dose activity change, negative = inhibition, hits mostly inhibitors | 0.13% of 410,000 active | HEK293 cAMP-luciferase reporter cells, luminescence, 24 h | AID 624418, 2012;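 further: loss of luciferase light is scored as toxicity; potency means the concentration at half of the fitted maximal effect; on the % scale 0 is the no-effect control and ±100 the full control effect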
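Quantitative HTS format, 1536 wells, 200 cells/uL seeded. Compounds: 23 nL, 24 h, 37 °C. Detection: luciferase reagent, luminescence at 12 min RT; decreased signal taken as cytotoxic.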
GLP1R inv ag: qHTS of GLP-1 Receptor Inverse Agonists (Inhibition Mode); AID 624417, 2012; 1.6% of 410,000 active; HEK293 GLP-1R CRE-luciferase, luminescence, 24 h; GLP-1R form is constitutively active; Glucagon-like peptide 1 receptor (Homo sapiens), P43220; Potency, µM (doses to about 38.3 µM), for the others: at the highest dose activity change, negative = inhibition, hits mostly inhibitors; further: potency means the concentration at half of the fitted maximal effect; on the % scale 0 is the no-effect control and ±100 the full control effect; nearly all actives have a fitted effect of over 55% in size
Target sequence (P43220 whole entry, looked up): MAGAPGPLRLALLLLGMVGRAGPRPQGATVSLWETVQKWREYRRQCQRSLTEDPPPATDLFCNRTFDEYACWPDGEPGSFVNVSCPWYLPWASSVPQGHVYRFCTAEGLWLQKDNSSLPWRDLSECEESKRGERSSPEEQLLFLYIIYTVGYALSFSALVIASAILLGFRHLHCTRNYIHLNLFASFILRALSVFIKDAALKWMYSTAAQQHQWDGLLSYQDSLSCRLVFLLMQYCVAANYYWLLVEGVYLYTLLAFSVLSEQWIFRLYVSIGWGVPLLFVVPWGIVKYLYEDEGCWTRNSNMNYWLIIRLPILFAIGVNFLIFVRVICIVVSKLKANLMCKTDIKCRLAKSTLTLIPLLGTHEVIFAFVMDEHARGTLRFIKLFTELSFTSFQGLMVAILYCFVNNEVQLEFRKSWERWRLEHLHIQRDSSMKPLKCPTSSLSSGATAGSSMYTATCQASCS
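Cells are plated, allowed 12 hours at 37 deg C, then treated with compounds for 24 hr before luciferase detection reagent is added and luminescence is read after 12 min at room temperature. The HEK293 line carries constitutively active GLP-1R with a cAMP-responsive reporter.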
D3 ag: qHTS of D3 Dopamine Receptor Agonist: qHTS; 0.58% of 410,000 active; D(3) dopamine receptor (Homo sapiens), P35462; AID 652048, 2013; D3R DiscoveRx beta-arrestin cells, luminescence, 90 min; max activation, %; in the data active means max activation above about 30%; further: 0% is about no effect; mostly tested at two doses, the higher about 12 µM
Target sequence (P35462 whole entry, looked up): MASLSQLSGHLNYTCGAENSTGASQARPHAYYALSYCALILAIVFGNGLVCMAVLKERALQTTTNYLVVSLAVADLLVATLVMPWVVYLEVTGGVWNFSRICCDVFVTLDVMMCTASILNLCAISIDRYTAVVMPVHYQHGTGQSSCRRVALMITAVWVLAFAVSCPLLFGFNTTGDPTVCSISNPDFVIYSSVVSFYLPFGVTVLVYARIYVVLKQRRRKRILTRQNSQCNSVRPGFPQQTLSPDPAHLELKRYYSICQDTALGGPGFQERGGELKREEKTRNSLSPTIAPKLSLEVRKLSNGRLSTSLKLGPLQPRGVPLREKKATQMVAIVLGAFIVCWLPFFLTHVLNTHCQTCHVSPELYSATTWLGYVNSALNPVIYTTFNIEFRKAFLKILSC
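Cells at 1500/well, incubated overnight, then treated with pinned compounds (dopamine as control) for 90 min at 37 degrees C. DiscoveRx reagent added for 30 - 60 minutes at room temperature; luminescence read.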
GLP-1R agonist: qHTS of GLP-1 Receptor Agonists. AID 624172, 2012. Potency, µM (highest dose often 45.6 µM), inactives show at the top dose activation, usual class: activators. 0.007% of 380,000 active. HEK293 GLP-1R CRE-luciferase, luminescence, 4-6 h; cells express a hypersensitive GLP-1R form; further: potency means the concentration at half of the fitted maximal effect; % of control where 0% means no effect
PI5P4Ka inh: qHTS for Inhibitors of phosphatidylinositol 5-phosphate 4-kinase (PI5P4K); max response, %; PI5P4Kalpha enzyme, ADP-Glo luminescence, 60 min; stronger effect = lower value; AID 652105, 2013; Phosphatidylinositol 5-phosphate 4-kinase type-2 alpha (Homo sapiens), P48426; 1.2% of 330,000 active; active means max response of -50% or lower; inconclusive means between -30% and -50%; inactive means -30% or higher; further: value at the top dose of about 77 µM; on the % scale 0 is the no-effect control and ±100 the full control effect
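Enzyme plus substrate dispensed, test compounds pinned in, then ATP (5 microM final) added. After 60 min at RT, ADP-Glo reagent 1 for 45 min and reagent 2 for 30 min preceded luminescence imaging.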
D3 antag: qHTS of D3 Dopamine Receptor Antagonist: qHTS; max response, negative = inhibition, %; 2.5% of 360,000 active; D3R cells, DiscoveRx beta-arrestin luminescence, antagonist mode; stronger effect = lower value; D(3) dopamine receptor (Homo sapiens), P35462; in the data active means max response below about -50%; inconclusive means no clear call, values can overlap the other calls; further: on the % scale 0 is the no-effect control and ±100 the full control effect; mostly tested at two doses, the higher about 12 µM
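Cells plated overnight at 1500 cells/well, then exposed to library compounds with dopamine controls for 90 minutes at 37 degrees C. DiscoveRx reagent added for 30–60 minutes at room temperature; luminescence read, quantitative HTS format.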
WRN inhibitor: qHTS for Inhibitors of WRN Helicase; 0.46% of 360,000 active; Bifunctional 3'-5' exonuclease/ATP-dependent helicase WRN (Homo sapiens), Q14191; AID 651768, 2012; WRN helicase unwinding, fluorescent forked duplex, kinetic; Potency, µM (highest dose often 114 µM), for the others: at the highest dose activity change, negative = inhibition, hits mostly inhibitors; further: potency means the concentration at half of the fitted maximal effect; on the % scale 0 is the no-effect control and ±100 the full control effect; nearly all actives have a fitted effect of over 55% in size
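Enzyme (20 nM final) and test compound sit together 15 min at room temperature before substrate addition. Substrate is a single-forked duplex oligonucleotide (100 nM) labelled with fluorophore and quencher, with 2 mM ATP; helicase unwinding raises red fluorescence, read kinetically.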
IL2 activator: qHTS of IL-2 Activators | IL-2 activation reporter assay, cell-based qHTS; stimulated with anti-CD3/CD4/CD28 beads; in transgenic mouse T cells | activation, % (series mostly up to about 46 µM) | 0.065% of 360,000 active; in the data active means activation above about 50%; inconclusive means mostly about 30% to 49%; further: 0% is about no effect
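Quantitative HTS in unstimulated transgenic mouse T cells, with memory T cells as non-tolerant control and PMA/ionomycin as tolerance-bypass control. Compound pretreatment lasted 60 minutes before 18 h bead stimulation; EGFP/DsRed fluorescence read.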
Numbers without * were called inactive; ? = inconclusive; . = not tested or not shown; & = joins results of further samples; [ ] = dose if it differs, or a comment. Unless noted, the call rests on the fitted dose curve; in most records, active means well fitted curve in the direction sought with a large enough effect; inconclusive means small, poorly fitted or top-dose-only effect, or another doubt; inactive means no such curve, though single readings can be large; an effect the other way counts as inactive or inconclusive. An unsorted share of the library; about 7.8% have a hit in one of these screens.

SMILES	PLK1 PBD inh	HEK293 tox	GLP1R inv ag	D3 ag	GLP-1R agonist	PI5P4Ka inh	D3 antag	WRN inhibitor	IL2 activator
O=C(N/N=C/c1sc(=O)n(-c2ccccc2)c1Cl)c1ccncc1	-4%	-9%	-29%	-4	3%	2	-20	-22%	-1.2
COc1ccc(/C=N/Nc2nc(Nc3ccccc3)nc(N3CCCCC3)n2)c(OC)c1	-18%	5µM*	?	-16	3%	-1	0	-20%	1.4
CC(C)Cn1cnc2c(N)nc3ccccc3c21	-1%	-4%	6%	8&1	13%&19%	1	3	0%	-0.4
COc1cccc(-n2c(=O)c3cc(OC)c(OC)cc3n(CC(=O)Nc3cc(C)[nH]n3)c2=O)c1	-14%	18%	4%	0	3%	-5	-19	10%	-3.0
C/C(=N\S(=O)(=O)c1ccc(C)cc1)NC(=S)Nc1ccc(C)cc1	1%	-13%	-1%	5	9%	-8	5	2%	-0.1
Cc1ccc(S(=O)(=O)NCc2ccccc2)cc1C(=O)NC(C)c1ccc(S(N)(=O)=O)cc1 (stereo not given)	-5%	-12%	15%	-1	17%	-12	0	0%	-1.6
Cc1onc(-c2ccccc2)c1C(=O)OCC(=O)N(C)c1c(N)n(Cc2ccccc2)c(=O)[nH]c1=O	-3%	9%	2%	-3	-3%	3	8	2%	-5.4
CCOC(=O)c1oc2cc(O)c(CC)cc2c(=O)c1-c1cscn1	-10%	-5%	6%	5	28%	4	1	-5%	1.1
COC(=O)C1(C(C[N+](=O)[O-])c2ccc(C)cc2)C(=O)NCC1c1ccco1 (stereo not given)	6%	-19%	?	1	1%	-3	3	-12%	0.0
COc1ccc(CCNC(=O)COc2cc(C)cc3oc(=O)cc(C)c23)cc1	0%	2%	12%	3	4%	-4	11	0%	-0.4
Cc1ccc(C(=O)Nc2c(-c3ccccc3)nc3ccccn23)cc1	.	-16%	-22%	2	1%	.	.	.	.
O=C(/C(=C/c1ccccc1)n1cncn1)c1ccc(Cl)cc1Cl	19µM*	-12%	-1%	14	-8%	6	9	-19%	-0.2
NS(=O)(=O)c1ccc(CCNC(=S)NC(=O)c2ccccc2Br)cc1	-1%	5%	16%	6	17%	1	-6	5%	0.0
c1ccc(Nc2ccccc2)cc1	-3%	3%	14%	1	-4%	-2	0	-6%	2.6
CC(C)C[C@H](NC(=O)c1nc[nH]c1C(=O)N1CCN(C(=O)OC(C)(C)C)CC1)C(=O)OC(C)(C)C	-15%	4%	?	-7	-4%	-2	-9	-6%	0.1
CCOC(=O)C(NCCCO)c1ccccc1 (stereo not given)	-8%	6%	39%	-19	-9%	.	?	4%	-0.2
CC(=O)Nc1ccc(NC(=O)C(C)Sc2nc3nc(C)cc(C)n3n2)cc1 (stereo not given)	3%	16%	13%	3	4%	-5	1	6%	-3.2
CC1CCN(c2nc(-c3cccnc3)nc3scc(-c4ccccc4)c23)CC1	1%	-2%	?	1	-1%	1	50	2%	0.3
Cn1c(/C(C#N)=C/c2cccc(O)c2)nc2ccccc21	27µM*	8%	-23%	-1	4%	8	-3	-8%	4.7
O=C(COC(=O)c1cc(=O)[nH]c2ccccc12)Nc1ccc(Cl)cn1	-1%	5%	7%	1	-9%	-15	-5	5%	1.4
O=C(c1ccc(NS(=O)(=O)c2ccc(Cl)c(Cl)c2)cc1)N1CCOCC1	-16%	-8%	-6%	3	5%	-17	3	1%	-1.9
COC(=O)C(C(=O)OC)c1ccccc1NS(=O)(=O)c1ccc(C)cc1	-3%	?	?	-12	.	-12	-23	0%	1.0
CC(C)N(Cc1cn(C)nc1-c1cccc(Cl)c1)CC1CCC(=O)N1 (stereo not given)	-21%	-18%	?	-1	11%	-6	-4	-8%	-0.4
Cc1ccc(-c2nc(CS(=O)CC(=O)NCCN(CC(C)C)CC(C)C)c(C)o2)cc1 (stereo not given)	0%	-13%	0%	6	7%	0	-15	3%	0.0
Cc1sc2ncnc(N3CCN(CCOc4ccc(Cl)cc4)CC3)c2c1C	-1%	-2%	?	39*	-3%	.	-27	-8%	-3.0

4 of these compounds, set out differently.
compound: COc1ccc(/C=N/Nc2nc(Nc3ccccc3)nc(N3CCCCC3)n2)c(OC)c1
  PLK1 PBD inh: -18%
  HEK293 tox: 5µM*
  GLP1R inv ag: ?
  D3 ag: -16
  GLP-1R agonist: 3%
  PI5P4Ka inh: -1
  D3 antag: 0
  WRN inhibitor: -20%
  IL2 activator: 1.4

compound: CC(C)Cn1cnc2c(N)nc3ccccc3c21
  PLK1 PBD inh: -1%
  HEK293 tox: -4%
  GLP1R inv ag: 6%
  D3 ag: 8&1
  GLP-1R agonist: 13%&19%
  PI5P4Ka inh: 1
  D3 antag: 3
  WRN inhibitor: 0%
  IL2 activator: -0.4

compound: COc1cccc(-n2c(=O)c3cc(OC)c(OC)cc3n(CC(=O)Nc3cc(C)[nH]n3)c2=O)c1
  PLK1 PBD inh: -14%
  HEK293 tox: 18%
  GLP1R inv ag: 4%
  D3 ag: 0
  GLP-1R agonist: 3%
  PI5P4Ka inh: -5
  D3 antag: -19
  WRN inhibitor: 10%
  IL2 activator: -3.0

compound: C/C(=N\S(=O)(=O)c1ccc(C)cc1)NC(=S)Nc1ccc(C)cc1
  PLK1 PBD inh: 1%
  HEK293 tox: -13%
  GLP1R inv ag: -1%
  D3 ag: 5
  GLP-1R agonist: 9%
  PI5P4Ka inh: -8
  D3 antag: 5
  WRN inhibitor: 2%
  IL2 activator: -0.1

The listing continues.
Values run as follows: PLK1 PBD inh	HEK293 tox	GLP1R inv ag	D3 ag	GLP-1R agonist	PI5P4Ka inh	D3 antag	WRN inhibitor	IL2 activator
CC(C)C(=O)Nc1nnc(S(=O)(=O)N2c3ccccc3CC2C)s1 (stereo not given)
  3%	-6%&-3%	0%&-17%	-1&-5	-4%	0	6	3%	0.1
Cc1cccc(-c2nnc(NC(=O)c3cccs3)s2)c1
  -2%	?	22%	-2	-4%	5	?	-3%	-2.3
CCn1cc(C(=O)N(C)c2ccccc2F)c2cc(OC)c(OC)cc2c1=O
  -5%	4%	26%	11	8%	6	19	-7%	-3.6
CCN(CC)CC1C(=O)N(c2ccc(OC)cc2)C1c1ccccc1 (stereo not given)
  -2%	1%	10µM*	-4	13%	5	3	-1%	0.3
CC(CNC(=O)c1ccc(Br)o1)NC(=O)c1ccc(Br)o1 (stereo not given)
  3µM*	-8%	-4%	8	-3%	-55*	-73*	?	-0.6
O=C(NCc1ccccc1)c1cc[n+](CC(=O)c2cccs2)cc1
  -5%	-3%	-2%	-5	13%	7	0	-5%	-0.2
CN(C)CCCNc1nc(N)c([N+](=O)[O-])c(NCCO)n1
  -7%	2%	8%	20	-4%	1	9	2%	-0.1
CCOc1ccc(-c2c(=O)n(OCC)c3ccccc3[n+]2[O-])cc1
  ?	2%	58%[activator]	-1	0%	6	-3	-2%	-2.6
Cc1cccc(C)c1NC(=O)c1cccc2c1C(=O)N(C1CCCCC1)C2
  -15%	-18%	?	10	-3%	6	-11	-13%	-3.8
CN(C)C(=O)c1cn(-c2ccccc2)nc1-c1cccc([N+](=O)[O-])c1
  -11%	0%	10%	2	23%	-3	-14	5%	-0.3
CN(C)C(=O)CSc1nnc(CCNC(=O)OC(C)(C)C)o1
  -8%	1%	0%	1	-12%	.	-10	8%	0.8
COC(=O)[C@@]12CCCCN1[C@H](c1ccc(-c3ccccc3)cc1)[C@@H]1C(=O)N(C)C(=O)[C@@H]12
  -9%	1%	?	-27	9%	18	0	-4%	-0.1
CCOc1cc(C(=O)OCC(=O)NC(C)c2ccccc2)ccc1OCC(=O)N1CCOCC1 (stereo not given)
  -6%	1%[7.66 µM]	17%[7.66 µM]	-4	6%	0	-15	11%	3.4
Cc1cc(C)cc(CC(=O)N2CCC2(C)C(=O)NS(=O)(=O)c2ccc(C(C)(C)C)cc2)c1 (stereo not given)
  -15%	3%	-13%	3	-7%	2	90	1%	0.2
CC(C)N(Cc1nc(-c2ccccc2)no1)C(=O)CN1C(=O)c2ccccc2C1=O
  0%	4%	5%	-6	5%	.	-13	0%	-3.2
CSc1ncccc1C(=O)OCC(=O)NC1CCCC1
  -5%	-4%	0%	0	-4%	-2	-2	-10%	0.1
Cc1[nH]c2ccccc2c1Cc1nnc(SCCC#N)o1
  -16%	-11%	?	-10	16%	8	-18	-2%	1.4
O=C(OCC(=O)N(CCc1ccccc1)Cc1ccccc1)c1ccc(F)c(S(=O)(=O)N2CCOCC2)c1
  3%	2%	?	-1	-7%	-1	27	-7%	-0.6
